Screening results as filed in PubChem BioAssay.
TRPM1 prom inh – inhibitors of MITF-dependent TRPM1 promoter reporter, primary screen, cell-based, SK-MEL-5, single point, luciferase. SK-MEL-5 TRPM1 promoter luciferase, 24 h. inhibition, % at 12.5 µM. hit rate 0.83% among 330,000. AID 488899, 2010;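 active = mean inhibition across replicates of 60% or more, whatever share of single replicates reaches that level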; note: values of inactives mirror those of a sister screen read the other way
TWEAK Fn14 block – inhibitors of TWEAK-Fn14 signaling, primary screen, luciferase reporter cells, uHTS. TWEAK-stimulated Fn14 reporter cells, luciferase luminescence, 8 h. inhibition, % at 10 µM. hit rate 2% among 360,000; in the data active = inhibition above about 50%
NR2E3 ag-1 – inhibitors of NR2E3-RetCOR corepressor binding, primary screen, NR2E3 agonist project, biochemical, TR-FRET, GST-NR2E3, biotin-RetCOR; hit rate 0.12% among 320,000; inhibition of corepressor binding, % at 4.78 µM; 1536-well; AID 2300, 2010;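 active = percent inhibition above the cutoff of mean plus 3 SD of all tested compounds, set per screening campaign, cut at about 20% in these data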;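 note: 0% = DMSO wells and 100% = biotin wells as full block of FRET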
Target sequence (Q9Y5X4 whole entry, looked up): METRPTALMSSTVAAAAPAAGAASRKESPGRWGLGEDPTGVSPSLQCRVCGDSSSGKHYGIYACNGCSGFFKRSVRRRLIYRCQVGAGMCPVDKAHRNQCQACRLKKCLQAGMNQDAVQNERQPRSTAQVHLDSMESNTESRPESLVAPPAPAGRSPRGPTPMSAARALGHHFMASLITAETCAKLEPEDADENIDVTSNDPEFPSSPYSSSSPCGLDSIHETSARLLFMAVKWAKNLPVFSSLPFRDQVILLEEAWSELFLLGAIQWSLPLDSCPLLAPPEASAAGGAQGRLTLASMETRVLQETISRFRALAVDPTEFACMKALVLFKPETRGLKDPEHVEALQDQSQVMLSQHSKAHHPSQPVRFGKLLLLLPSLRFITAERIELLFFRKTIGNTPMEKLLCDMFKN
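Material – GST-tagged NR2E3 plus biotinylated RetCOR corepressor · Quantity – NR2E3 fusion 1.35 nM · Times – 5 h incubation at 4 °C · Medium – pH 7.5 Tris-based buffer · Technique – TR-FRET, Eu(K)-anti-GST donor, streptavidin-D2 acceptor, ex 340, em 617/671 nm · Benchmarks – high control biotin, low control 0.6% DMSO · Format – 1536-well plates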
Shn3 3UTR inh – reduction of Shn3 3'UTR firefly luciferase signal, primary screen, Schnurri-3 inhibitor project, cell-based, Clone20 osteoblasts, set 2. Clone20 osteoblast Shn3 3'UTR firefly luciferase, 24 h. inhibition, % at 12.5 µM. hit rate 0.52% among 360,000;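 active = mean inhibition of at least 75% with every replicate also reaching 75%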;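 note: 0% = median of neutral control wells and 100% = pilot-screen positive control compound; some compounds past the cut are filed as inactive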
NR2E3 ag-2 – NR2E3 agonists in two-hybrid cells, primary screen, cell-based, luminescence, CHO-S, Gal4-NCOR/VP16-NR2E3. Photoreceptor-specific nuclear receptor (Homo sapiens), Q9Y5X4. luciferase. inhibition of corepressor binding, % at 3.98 µM. hit rate 0.35% among 360,000. AID 602229, 2012;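 active = inhibition above the mean of all tested compounds plus 3 SD, cut at about 70% in these data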;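 note: 0% = DMSO with NR2E3 transfected cells and 100% = cells lacking NR2E3 construct; higher means lower luciferase signal from less NR2E3 corepressor binding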
CF NFkB block – inhibitors of PAF-induced NF-kB signaling, primary screen, cell-based, GFP fluorescence, uHTS | KKLEB NF-kB-GFP reporter, GFP fluorescence overnight | inhibition, % at 5 µM | hit rate 0.86% among 360,000 | AID 588850, 2011;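 active = at least 50% inhibition at 5 µM, scaled per plate between neutral and stimulator controls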;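 note: PAF is a Pseudomonas aeruginosa culture filtrate used as stimulus; plate controls were PAF-stimulated DMSO wells for no effect and unstimulated DMSO wells for full effect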
C8 TRAIL sens – viability loss with TRAIL in NB7+C8 cells, primary screen, TRAIL sensitizer project, cell-based, ATPlite luminescence; inhibition (viability loss, TRAIL sensitization), % at 10 µM; hit rate 1% among 360,000; AID 624354, 2012;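 active = compounds causing at least 50% loss of cell viability in the single-dose screen, relative to plate controls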
Peg3 promoter – Peg3 promoter-driven luciferase inhibitors, primary screen, cell-based, HeLa, luciferase luminescence. inhibition, % at 20 µM. HeLa PEG-Prom luciferase reporter, overnight. hit rate 1.7% among 360,000;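 active = inhibition of at least 50% at 20 µM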
KKLEB cytotox – cytotoxicity in KKLEB CF airway cells, primary screen, cytotoxicity control for CF NF-kB inhibitor project, cell-based, uHTS, fluorescence assay plates. activity change (cytotoxicity), % at 5 µM. KKLEB CF airway cells viability, ATPlite luminescence, overnight; stronger effect = lower value; cells stimulated with P. aeruginosa culture filtrate. hit rate 0.36% among 360,000;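 active = corrected activity change at or below -50% at 5 µM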
HIF-2a block – HIF-2a reporter inhibitors, primary screen, luminescence, 786-0 RCC cells. 786-0 RCC cells HIF-2a reporter, luciferase luminescence, overnight. inhibition, % at 18.8 µM. hit rate 0.72% among 360,000. AID 624352, 2012;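 active = inhibition of the luminescence signal of 40% or more relative to plate controls, in a single-dose primary screen at 18.75 µM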
TROY signal inh – inhibitors of TROY-driven NF-kB signaling, primary screen, Q293 LMP1-TROYcd cells, NF-kB luciferase, uHTS. AID 1347056, 2019. hit rate 0.98% among 360,000. Q293 LMP1-TROYcd NF-kB luciferase reporter, 4 h. inhibition, % at 10 µM;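 active = compounds whose plate-normalised and pattern-corrected inhibition of the luciferase reporter signal at the single screening dose is 50% or more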
The depositor's hits bear a star; / = no result given. These rows are one share of the data; the hit share may differ from the screen's.

Structure	KKLEB cytotox	TROY signal inh	NR2E3 ag-2	C8 TRAIL sens	CF NFkB block	NR2E3 ag-1	Shn3 3UTR inh	TRPM1 prom inh	Peg3 promoter	TWEAK Fn14 block	HIF-2a block
CCOC(=O)Nc1ccc(OCc2nnc3c4ccccc4c(C)nn23)cc1	14.8	12.3	-34.3	-2.3	-7.1	-0.9	8.4	-7.9	-6.4	-10.9	5.2
Cc1cc(C)c(OCC(=O)OCC(=O)N(C)C2CCS(=O)(=O)C2)c(C)c1 (stereo not given)	30.3	5.4	-6.7	8.8	-24.9	1.3	1.8	-8.9	-2.3	1.4	15.2
C#CCSc1nnc(-c2cccc3ccccc23)o1	3.9	-29.8	6.8	4.4	-49.0	-0.8	3.4	5.2	-82.9	-38.1	-203.4
Cc1ccc(-c2[nH]nc3c2C(C)C(C#N)=C(N)O3)cc1 (stereo not given)	8.3	11.7	4.8	-13.8	15.2	-1.5	-9.3	-11.3	10.5	-1.6	8.4
CC(C)(C)OC(=O)C(Cc1ccc(OC(C)(C)C)cc1)NC(=O)CNC(=O)CNC(=O)OCc1ccccc1 (stereo not given)	-4.9	-13.2	14.7	4.4	3.3	2.7	7.7	-1.2	9.8	-31.0	8.1
COc1ccccc1OCc1ccc(C(=O)NN)o1	-0.8	-4.5	-9.5	-11.2	-9.4	-2.5	-29.8	5.7	2.5	4.6	13.7
Cc1ccc2c(c1)CCCN2C(=O)c1ccc2c(c1)OCO2	14.3	4.6	-4.9	-14.2	9.3	3.6	37.6	0.0	-1.8	-4.3	-21.1
CN(C)CCCN(C(=O)c1ccc(Br)s1)c1nc2cc3c(cc2s1)OCCO3	-7.6	-7.9	-23.4	10.8	-5.3	-4.6	-16.5	17.2	-25.2	0.3	-52.5
COc1ccc(/C=N/N=C2\SC(CC(=O)O)C(=O)N2c2ccccc2)cc1 (stereo not given)	8.2	-46.4	-40.9	-0.3	0.1	1.9	10.7	17.6	-8.3	-23.6	-31.9
C=C(C)Cn1c(CCNC(=O)CCC)nc2ccccc21	13.8	-0.1	-14.5	8.9	-3.4	1.1	-21.1	-7.8	-1.2	-12.0	13.3
Cn1nnnc1SCC(=O)N1CCN(c2cccc(Cl)c2)CC1	-3.7	8.4	18.9	-22.7	4.1	2.7	16.9	2.2	9.4	11.8	20.1
COc1ccc(C2=Nc3ccc(C)cc3C(c3ccccc3)N2CC(=O)NN)cc1 (stereo not given)	0.4	-13.6	-7.7	-1.3	7.7	3.1	4.4	9.6	-7.3	3.6	8.3
CCCN(Cc1nnc(-c2cccs2)o1)C(=O)CN1C(=O)NC2(CCCCC2C)C1=O (stereo not given)	2.6	-3.5	-4.1	-12.1	-11.5	3.3	0.4	-0.6	9.0	8.2	6.9
Cc1ccc(C(=O)CN(CCCC(N)=O)C(=O)c2ccncc2)cc1	10.1	-4.9	6.7	9.9	-2.9	0.4	11.5	-3.1	-10.0	-14.2	0.9
C[C@@H]1CN([C@@H](C)CO)C(=O)CCCn2nncc2CO[C@@H]1CN(C)C(=O)c1cc(-c2ccccc2)on1	-3.5	4.5	-12.7	-6.6	-4.4	/	6.5	/	4.4	-20.9	4.3
COc1ccc(-c2nnc(N)s2)cc1	-9.1	-33.8	-49.6	11.9	1.9	-1.5	-3.0	-9.6	-85.5	-18.6	-71.6
CC(C)C(NS(=O)(=O)c1cccc2nsnc12)C(=O)Nc1nccs1 (stereo not given)	-1.6	-6.7	-20.9	-2.2	-10.4	-3.3	3.6	-10.0	11.7	23.7	13.6
COc1cc(CC(=O)N2CCN(S(=O)(=O)c3ccc(C(C)C)cc3)CC2)cc(OC)c1OC	-5.7	0.9	2.5	-3.9	10.4	/	-6.2	/	2.7	1.1	-0.6
Cc1nc2nc3c(cn2n1)C(=O)CC(C)(C)C3	-16.6	-3.2	2.1	-11.9	-1.1	/	4.6	1.2	-8.6	-23.1	-20.2
CCCCN1C(N)=NC[C@@H]1CC1CCCCC1	12.9	7.9	-17.7	6.8	-11.7	0.2	-4.5	-16.2	-5.7	-4.2	9.8
CCOC(=O)c1c(NC(=O)CCl)sc(C(=O)N(CC)CC)c1C	-33.1	-10.0	-12.7	92.5*	20.9	3.8	-19.3	16.7	67.2*	20.0	21.2

Structural class: the compounds so far with an aryl thioether with sulfur outside any ring (2)
Structure	KKLEB cytotox	TROY signal inh	NR2E3 ag-2	C8 TRAIL sens	CF NFkB block	NR2E3 ag-1	Shn3 3UTR inh	TRPM1 prom inh	Peg3 promoter	TWEAK Fn14 block	HIF-2a block
C#CCSc1nnc(-c2cccc3ccccc23)o1	3.9	-29.8	6.8	4.4	-49.0	-0.8	3.4	5.2	-82.9	-38.1	-203.4
Cn1nnnc1SCC(=O)N1CCN(c2cccc(Cl)c2)CC1	-3.7	8.4	18.9	-22.7	4.1	2.7	16.9	2.2	9.4	11.8	20.1

Arranged by formula weight (lowest first): some entries from above.
Structure	KKLEB cytotox	TROY signal inh	NR2E3 ag-2	C8 TRAIL sens	CF NFkB block	NR2E3 ag-1	Shn3 3UTR inh	TRPM1 prom inh	Peg3 promoter	TWEAK Fn14 block	HIF-2a block
Cc1nc2nc3c(cn2n1)C(=O)CC(C)(C)C3	-16.6	-3.2	2.1	-11.9	-1.1	/	4.6	1.2	-8.6	-23.1	-20.2
COc1ccccc1OCc1ccc(C(=O)NN)o1	-0.8	-4.5	-9.5	-11.2	-9.4	-2.5	-29.8	5.7	2.5	4.6	13.7
Cc1cc(C)c(OCC(=O)OCC(=O)N(C)C2CCS(=O)(=O)C2)c(C)c1 (stereo not given)	30.3	5.4	-6.7	8.8	-24.9	1.3	1.8	-8.9	-2.3	1.4	15.2
COc1ccc(C2=Nc3ccc(C)cc3C(c3ccccc3)N2CC(=O)NN)cc1 (stereo not given)	0.4	-13.6	-7.7	-1.3	7.7	3.1	4.4	9.6	-7.3	3.6	8.3
